# MLL CXXC-DNA inh: inhibitors of human MLL CXXC domain-DNA interaction | MLL-CXXC / FITC-HOXA9 DNA fluorescence polarization | Potency, µM (highest dose often 115 µM), for the others: top-dose activity change, negative = inhibition, hits mostly inhibitors | 0.037% of 290,000 active; active means well fitted inhibition curve with a large enough effect in the polarisation, with a control signal flat, not every such curve was filed as active; inconclusive means small, poorly fitted or top-dose-only effect, or effect the other way, or a change in a side signal; inactive means no such curve, though single readings can be large or run the other way; the % refers to the polarisation; further: potency means the concentration at half of the fitted maximal effect
# Target sequence (Q03164 whole entry, looked up, the tested form may be a part): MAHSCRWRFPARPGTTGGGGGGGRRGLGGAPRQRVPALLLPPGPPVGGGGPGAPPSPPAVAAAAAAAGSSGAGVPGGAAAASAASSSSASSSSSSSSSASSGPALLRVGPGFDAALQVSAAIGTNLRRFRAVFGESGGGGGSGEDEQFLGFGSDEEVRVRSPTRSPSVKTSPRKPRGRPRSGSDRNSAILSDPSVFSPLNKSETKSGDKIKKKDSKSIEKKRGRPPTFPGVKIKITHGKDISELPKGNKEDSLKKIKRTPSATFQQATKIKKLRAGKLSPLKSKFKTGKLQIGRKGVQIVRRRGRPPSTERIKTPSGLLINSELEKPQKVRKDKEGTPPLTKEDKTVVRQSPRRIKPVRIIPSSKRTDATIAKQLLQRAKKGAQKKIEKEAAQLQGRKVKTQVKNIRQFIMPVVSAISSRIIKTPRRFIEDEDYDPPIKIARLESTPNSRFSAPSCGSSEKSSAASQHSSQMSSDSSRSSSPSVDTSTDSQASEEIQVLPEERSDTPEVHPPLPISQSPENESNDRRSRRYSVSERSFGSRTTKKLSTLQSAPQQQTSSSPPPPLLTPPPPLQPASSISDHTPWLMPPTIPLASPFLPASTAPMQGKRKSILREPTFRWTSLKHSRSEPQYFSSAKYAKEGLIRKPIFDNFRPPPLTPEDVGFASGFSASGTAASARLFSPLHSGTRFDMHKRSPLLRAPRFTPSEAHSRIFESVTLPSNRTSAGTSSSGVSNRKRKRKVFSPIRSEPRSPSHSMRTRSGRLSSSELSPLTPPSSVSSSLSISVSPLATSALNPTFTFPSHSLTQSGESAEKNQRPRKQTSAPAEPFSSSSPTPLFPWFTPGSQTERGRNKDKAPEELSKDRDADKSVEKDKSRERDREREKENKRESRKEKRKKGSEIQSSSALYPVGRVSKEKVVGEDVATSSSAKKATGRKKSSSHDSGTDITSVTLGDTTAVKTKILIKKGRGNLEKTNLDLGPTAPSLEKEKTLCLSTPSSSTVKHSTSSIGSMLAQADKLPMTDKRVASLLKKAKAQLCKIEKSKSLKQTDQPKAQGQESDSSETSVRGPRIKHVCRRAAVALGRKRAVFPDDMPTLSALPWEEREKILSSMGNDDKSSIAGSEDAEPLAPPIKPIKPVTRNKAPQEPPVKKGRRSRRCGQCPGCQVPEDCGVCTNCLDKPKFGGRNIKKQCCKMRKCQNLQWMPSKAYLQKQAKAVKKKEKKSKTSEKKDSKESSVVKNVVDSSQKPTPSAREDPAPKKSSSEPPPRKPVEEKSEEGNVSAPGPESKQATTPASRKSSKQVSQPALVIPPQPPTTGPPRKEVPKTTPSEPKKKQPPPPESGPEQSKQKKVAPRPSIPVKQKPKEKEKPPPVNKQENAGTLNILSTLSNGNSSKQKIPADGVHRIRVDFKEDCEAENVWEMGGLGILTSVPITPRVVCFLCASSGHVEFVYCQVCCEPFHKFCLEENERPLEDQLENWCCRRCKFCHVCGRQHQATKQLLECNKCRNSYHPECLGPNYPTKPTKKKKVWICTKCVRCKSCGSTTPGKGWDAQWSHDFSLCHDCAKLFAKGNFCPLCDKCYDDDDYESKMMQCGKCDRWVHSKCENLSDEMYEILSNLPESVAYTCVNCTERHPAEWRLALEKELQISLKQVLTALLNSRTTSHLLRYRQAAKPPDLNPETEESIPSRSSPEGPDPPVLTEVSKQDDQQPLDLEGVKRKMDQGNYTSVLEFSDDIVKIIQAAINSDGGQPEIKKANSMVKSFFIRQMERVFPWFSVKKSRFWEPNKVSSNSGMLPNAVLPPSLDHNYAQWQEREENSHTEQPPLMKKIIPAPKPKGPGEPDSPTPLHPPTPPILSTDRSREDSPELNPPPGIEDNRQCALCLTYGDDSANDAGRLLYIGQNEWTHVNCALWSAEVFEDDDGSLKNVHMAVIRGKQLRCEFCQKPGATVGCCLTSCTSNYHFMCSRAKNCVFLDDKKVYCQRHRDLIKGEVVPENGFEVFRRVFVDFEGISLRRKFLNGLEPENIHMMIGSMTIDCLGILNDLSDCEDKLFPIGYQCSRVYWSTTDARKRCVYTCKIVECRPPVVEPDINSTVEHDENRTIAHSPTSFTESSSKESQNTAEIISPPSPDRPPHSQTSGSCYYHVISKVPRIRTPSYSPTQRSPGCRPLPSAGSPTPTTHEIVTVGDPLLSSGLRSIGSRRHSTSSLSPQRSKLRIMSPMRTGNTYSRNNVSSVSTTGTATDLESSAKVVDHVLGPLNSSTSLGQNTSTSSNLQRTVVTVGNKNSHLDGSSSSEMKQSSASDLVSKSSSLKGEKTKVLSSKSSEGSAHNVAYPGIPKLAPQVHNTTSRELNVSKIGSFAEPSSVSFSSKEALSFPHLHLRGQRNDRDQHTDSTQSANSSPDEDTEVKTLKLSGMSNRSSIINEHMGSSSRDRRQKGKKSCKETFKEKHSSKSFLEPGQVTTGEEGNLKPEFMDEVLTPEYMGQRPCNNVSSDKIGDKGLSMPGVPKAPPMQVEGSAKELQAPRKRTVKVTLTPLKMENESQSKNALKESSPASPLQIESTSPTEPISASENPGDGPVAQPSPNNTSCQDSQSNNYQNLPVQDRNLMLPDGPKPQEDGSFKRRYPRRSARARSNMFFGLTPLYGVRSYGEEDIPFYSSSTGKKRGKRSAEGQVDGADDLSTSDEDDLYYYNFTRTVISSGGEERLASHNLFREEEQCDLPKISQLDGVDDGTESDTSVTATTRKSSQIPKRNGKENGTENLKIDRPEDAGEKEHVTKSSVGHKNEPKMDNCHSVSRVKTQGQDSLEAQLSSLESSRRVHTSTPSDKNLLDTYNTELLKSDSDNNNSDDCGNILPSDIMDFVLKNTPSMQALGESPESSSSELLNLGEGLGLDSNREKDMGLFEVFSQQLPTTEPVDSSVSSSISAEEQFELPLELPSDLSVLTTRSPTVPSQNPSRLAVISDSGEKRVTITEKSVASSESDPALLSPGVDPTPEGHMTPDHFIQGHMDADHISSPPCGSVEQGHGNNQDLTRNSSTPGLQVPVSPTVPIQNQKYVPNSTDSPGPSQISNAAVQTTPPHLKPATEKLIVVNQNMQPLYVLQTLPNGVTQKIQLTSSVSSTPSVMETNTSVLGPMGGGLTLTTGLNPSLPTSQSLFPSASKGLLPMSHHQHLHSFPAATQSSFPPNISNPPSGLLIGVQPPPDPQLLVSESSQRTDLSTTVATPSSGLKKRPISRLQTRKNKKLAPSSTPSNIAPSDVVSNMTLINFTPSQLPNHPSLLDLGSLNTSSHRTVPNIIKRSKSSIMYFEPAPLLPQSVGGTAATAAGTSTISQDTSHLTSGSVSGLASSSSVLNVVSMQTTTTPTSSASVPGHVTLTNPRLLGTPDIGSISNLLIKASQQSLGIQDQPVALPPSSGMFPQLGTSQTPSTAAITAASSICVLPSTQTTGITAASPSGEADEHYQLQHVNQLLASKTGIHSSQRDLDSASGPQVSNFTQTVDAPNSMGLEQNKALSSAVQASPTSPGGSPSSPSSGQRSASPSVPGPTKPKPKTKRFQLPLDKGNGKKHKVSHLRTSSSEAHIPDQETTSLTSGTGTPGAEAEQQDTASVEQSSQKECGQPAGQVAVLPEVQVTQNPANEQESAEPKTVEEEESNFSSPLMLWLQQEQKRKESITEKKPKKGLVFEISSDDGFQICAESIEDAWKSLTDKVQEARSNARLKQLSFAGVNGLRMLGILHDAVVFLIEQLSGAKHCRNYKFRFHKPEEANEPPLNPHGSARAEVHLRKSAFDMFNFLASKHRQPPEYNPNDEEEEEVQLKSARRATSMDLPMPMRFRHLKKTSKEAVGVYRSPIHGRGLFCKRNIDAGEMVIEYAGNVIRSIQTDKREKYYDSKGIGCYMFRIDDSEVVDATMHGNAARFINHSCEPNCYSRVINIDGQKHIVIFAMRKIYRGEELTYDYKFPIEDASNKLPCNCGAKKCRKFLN
#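 Steps: dispense CXXC domain solution (7 uM) → pin compounds or unlabeled HOX-A9 DNA control → 5 min ambient → add FLSN-HOX-A9 solution (50 nM) → spin → 30 min ambient → fluorescence polarization. Tris pH 7.5/NaCl/DTT/BSA buffer.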
# Giardia kill: kills Giardia lamblia. AID 540267. 0.15% of 340,000 active. Giardia lamblia trophozoite viability. activity change, % at 7.66 µM, hits read low; in the data active means activity change below about -80%; inconclusive means between about -30% and that limit;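 further: parasites exposed to compound for two days anaerobically before the ATP read; on the % scale 0 is the no-effect control and ±100 the full control effect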
#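 Giardia trophozoites, 100 cells per well, were exposed to compounds for 48 hrs at 37 deg C under anaerobic conditions; viability was then read as ATP content by bioluminescence after 15-30 min at room temperature.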
# TCR activator: activators of T cell receptors. 330,000 tested, under 10 active. primary human leukocytes, anti-CD3, IL-2 HTRF, 48 h. Potency, µM (series often up to 9.22 µM), without a hit: at the top dose activation of IL-2 secretion, usual class: activators. AID 504894; further: % of control where 0% means no effect
#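 Human primary leukocytes + a-CD3 beads + cpd, 48 hr; IL-2 in supernatant by HTRF (ex 320nm / em 665nm). No co-stimulatory signal supplied.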
# Tb PFK inh: T. brucei PFK enzyme inhibition; T. brucei PFK, ADP-Glo luminescence; 0.17% of 330,000 active; O15648; Potency, µM (titrated, usually from 57.5 µM), inactives show at the highest dose activity, negative = inhibition, actives largely listed as inhibitors;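 further: potency means the concentration at half of the fitted maximal effect; 0% = uninhibited 1x PFK enzyme wells and -100% = no-enzyme wells; nearly all actives have a fitted effect of over 60% in size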
#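 In TEA buffer at pH 8.0 with 5 mM MgCl2, enzyme (1.25 nM) converted F6P (0.5 mM) and ATP (0.1 mM) for 45 min at room temperature. ADP product was read by luciferase luminescence.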
# TSHR antag: antagonists of human thyroid stimulating hormone receptor; AID 504810; TSHR-expressing cells, TSH-stimulated cAMP HTRF, 2 h; stronger effect = lower value; activity change, negative = inhibition, % at 11.5 µM; 0.2% of 330,000 active;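 active means activity change below a set negative limit, meaning inhibition stronger than a set level, cut at about -70% in these data; inconclusive means activity change between two set negative limits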; further: on the % scale 0 is the no-effect control and ±100 the full control effect
#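 Cell-based HTRF cAMP assay; TSHR cells + compound, TSH EC80 (4nM final), 2 h, 37 deg C. Lysis with anti-cAMP cryptate and cAMP-d2, 30 min RT, read 665/620 nm.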
# BCR signal inh: chronic active BCR signaling inhibition | ABC-DLBCL IkBa-CBG/CBR reporter, luminescence ratio, 4 h | Potency, µM (series often up to 46.1 µM), without a hit: at the top dose ratio change, negative = lower green/red ratio, actives largely listed as inhibitors | 0.05% of 340,000 active; active means well fitted inhibition curve with a large enough effect in the signal ratio, with a control signal flat, not every such curve was filed as active; inconclusive means small, poorly fitted or top-dose-only effect, or effect the other way, or a change in a side signal; the % refers to the signal ratio;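 further: potency means the concentration at half of the fitted maximal effect; plate controls were basal doxycycline-induced cells for no effect and cells given 10 µM MG132 for full effect; MG132 reads +100%, hits lower the ratio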
#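 Compounds up to 46 uM were incubated four hours with TMD8 cells whose green CBG68 luciferase is fused to IkappaBalpha; red CBR luminescence normalised the signal, and concentration-effect curves were fitted to fusion, red and ratio data.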
# FBPA coupling cs: coupling enzyme interference in Giardia aldolase counter-screen; activity change, negative = inhibition, % at 58.2 µM, hits read low; 0.67% of 290,000 active; coupling enzyme system counterscreen, AmpLite Red fluorescence; in the data active means activity change below about -30%; further: on the % scale 0 is the no-effect control and ±100 the full control effect
#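 First, compound is pin-transferred into glyceraldehyde-3-phosphate coupling-enzyme reagent at 57.5 uM final and held 10 min at RT. Next, substrate, coupling system and AmpLite Red are added. After 20 min RT, fluorescence (525/598 nm) is read.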
# hERG WT inh: blocks the wildtype human KCNH2 potassium channel; Q12809; U2OS, BacMam KCNH2, thallium flux FluxOr; stronger effect = lower value; activity change, % at 1.84 µM; 0.37% of 340,000 active;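 active means maximum activity change below -70%; inconclusive means maximum activity change between -70% and -50%; inactive means maximum activity change above -50%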; further: on the % scale 0 is the no-effect control and ±100 the full control effect
#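 U2OS cells were transduced with wild-type KCNH2 virus (2.03 x 10^8 / mL) for 4 h at room temperature, then cultured overnight at 37 C. Thallium flux was read with FluxOr dye. Rate constants were normalized to DMSO controls.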
# AT treatment: potential ataxia-telangiectasia treatments restoring KAP-1 phosphorylation. Potency, µM (titrated, usually from 57.5 µM), without a hit: at the highest dose activation, actives largely listed as activators. 0.19% of 320,000 active. […] A-T fibroblasts, KAP-1 phosphorylation AlphaLISA; neocarzinostatin DNA damage 30 min before lysis; further: potency means the concentration at half of the fitted maximal effect; % of control where 0% means no effect; nearly all actives have a fitted effect of over 45% in size
#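 ATM-like activity read as KAP-1 phosphorylation via AlphaLISA donor/acceptor antibody pairs after lysis and 6 hr at 25C. Cells were ATM-null patient fibroblasts ([…], hTERT), dosed 60 min, then exposed to the DSB inducer NCS for 30 min.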
# GALK inhibitor: inhibitors of human galactokinase. 0.007% of 270,000 active. Potency, µM (series often up to 57.5 µM), without a hit: at the highest dose activity change, negative = inhibition, most hits filed as inhibitors. AID 1868. Purified GALK, Kinase-Glo residual ATP luminescence; further: potency means the concentration at half of the fitted maximal effect; on the % scale 0 is the no-effect control and ±100 the full control effect
#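 Luminescence from leftover ATP (Ultra-Glo luciferase/luciferin) served as read-out after a 1 h room-temperature reaction of 5 nM GALK with 35 uM ATP and 100 uM galactose.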
# An asterisk follows results filed as active; ? = inconclusive; nt = no result given; & = joins results of further samples; [ ] = remark or other dose. Unless noted, the call rests on the fitted dose curve; in most records, active means well fitted curve in the direction sought with a large enough effect; inconclusive means small, poorly fitted or top-dose-only effect, or another doubt; inactive means no such curve, though single readings can be large; an effect the other way counts as inactive or inconclusive. Not a hit list, and some 1.6% of all compounds hit somewhere here.
# Each structure is followed by: MLL CXXC-DNA inh	Giardia kill	TCR activator	Tb PFK inh	TSHR antag	BCR signal inh	FBPA coupling cs	hERG WT inh	AT treatment	GALK inhibitor
> CCOC(=O)NCC(C#CCN(CC)CC)N(CC)CC (configuration not stated)
    11%	0	2%	-13%	0	-9%	-3	-23	1%	-3%
> COC(=O)/C(C#N)=C/c1c(Oc2cccc(C)c2C)nc2ccccn2c1=O
    -2%	-4	-1%	1%	3	?	3	2	-35%	5%
> CC1=C(C(=O)OCC2CCCO2)C(c2ccsc2)C2=C(CCCC2=O)N1 (configuration not stated)
    -3%	17	-1%	-1%	-4	0%	0	-2	5%	1%
> CCOC(=O)C1CCCN(C(=O)Cn2cccc2C(=O)c2ccccc2)C1 (configuration not stated)
    2%	2	-1%	-10%	19	3%	2	0	-2%	-1%
> O=Nc1c(O)n(Cc2cccc(Cl)c2)c2ccccc12
    -11%	-13	3%	9%	-22	?	6	-6	0%	-2%
> COc1ccc(N(C2CSC2)S(=O)(=O)c2ccccc2)cc1
    -7%	3	nt	3%	4	3%	2	13	5%	1%
> CCN1CCN(S(=O)(=O)c2c(C)cc(C)cc2C)CC1
    0%	-5	-2%	0%	-9	-1%	-1	-1	-30%	2%
> O=C(CCNS(=O)(=O)c1ccc(Br)s1)Nc1ccc(Cl)cc1
    40%[activator]	20	-1%	-1%	-4	19%	1	-5	1%	0%
> CCOC(=O)c1ccc(NC(=O)C(=O)NCC2(c3ccc(OC)cc3)CCOCC2)cc1
    2%	52[activator]	7%	0%	23	0%	-6	7	40%	4%
> O=C(NCCCN1CCCCC1)C1CCCN(c2ncnc3c2nc2n3CCCCC2)C1 (configuration not stated)
    -8%	2	-9%	-1%	-6	-3%	1	-6	4%	-2%
> Oc1ccccc1Oc1ncc(Br)c(N2CCOCC2)n1
    6%	10	0%	1%	4	-15%	1	-6	-1%	-1%
> Cc1cccc(NC(=S)NCC23C=CC(O2)C2C(=O)N(c4ccc(Cl)cc4)C(=O)C23)c1 (configuration not stated)
    4%	58[activator]	-3%[46.1 µM]	2%	9	-1%	1	0	-1%	0%
> CC(c1ccccc1F)n1cc(C(=O)NCCCn2ccnc2)nn1 (configuration not stated)
    -9%	1	0%[46.1 µM]	-1%	19	18%	6	2	1%	1%
> Cc1c(NC(=O)CSc2ccccn2)c(=O)n(-c2ccccc2)n1C
    1%	25	1%	-14%	3	?	2	-8	-3%	0%
> Cc1ccc(NCN2C(=O)C3C4CCC(C4)C3C2=O)cc1 (configuration not stated)
    7%	nt	nt	-5%	-2	-10%	2	nt	-3%	-2%
> CCCNS(=O)(=O)c1ccc(OCC(=O)OC)cc1
    4%	-5	5%	2%	52	-1%	3	-7	-3%	-2%
> CCn1c(SCC(=O)Nc2ccc(NC(C)=O)cc2)nc2c([nH]c3ccccc32)c1=O
    2%	-3	-8%	-8%	2	-12%	-1	-10	0%	1%
> COc1ccc(-c2cc(C(=O)Nc3ccc(Cl)cc3Cl)c3ccccc3n2)cc1OC
    4%	-1	-1%[46.1 µM]	6%	-9	-13%	3	-1	9%	1%
> O=C(Cc1ccccc1)NCC(=O)N1CCC1
    4%	20	1%	2%	5	8%	2	0	0%	10%
> CCN(CC)C(=O)COC(=O)C1CCN(S(=O)(=O)c2ccc3c(c2)OCCO3)CC1
    nt	4	-3%	0%	-3	-2%	nt	1	-3%	nt
> COc1cccc(C2C3=C(CC(C)(C)CC3=O)Nc3cc4c(cc32)OCO4)c1 (configuration not stated)
    -1%	14	-4%	4%	-1	?	4	-1	11%	0%
> N#Cc1c(NC(=O)CN2CCOCC2)oc(-c2ccccc2)c1-c1ccccc1
    18%	0	0%	-13%	-3	?	-2	-1	7%	1%
> COc1ccc(CCC(C)Nc2cccc(F)c2)cc1 (configuration not stated)
    -12%	-7	-15%	?	0	?	-10	3	4%	0%
> CC1Cc2ccccc2N1C(=O)CN1C(=O)CN(C)C(=O)c2ccccc21 (configuration not stated)
    -6%	-10	2%	-3%	nt	20%	2	-6	nt	0%
> CN(C)C(=O)CSc1nc2ccccc2c(=O)[nH]1
    2%	6	1%	-3%	13	0%	2	-22	-7%	-3%
> CCCOc1ccc(OCC(=O)c2[nH]c(C)c(C(C)=O)c2C)cc1
    3%	6	10%	3%	-28	-3%	1	-23	-2%	0%
> CCOC(=O)Cn1cnc2c(nnn2-c2ccc(C)cc2)c1=O
    -2%	-1	-10%	0%	12	0%	5	-13	6%	-1%
> Cc1nc(NC(=O)COC(=O)C2CC2C)c(Cl)cc1Cl (configuration not stated)
    nt	1	1%	0%	5	?	nt	-5	-5%	nt
> O=C(CN(C(=O)CCC(=O)Nc1ccccn1)C1CCCC1)NCc1ccccc1
    21%	?	3%	-4%	-11	9%	0	4	-3%	-5%
> CCOc1ccc(OCC)c(NC(=O)CCNS(=O)(=O)c2cc(Br)cnc2N)c1
    -1%	-2	-5%	0%	-9	-1%	-2	-15	3%	0%

# 3 entries out of the list, sorted by molar mass, rising.
# Each structure is followed by: MLL CXXC-DNA inh	Giardia kill	TCR activator	Tb PFK inh	TSHR antag	BCR signal inh	FBPA coupling cs	hERG WT inh	AT treatment	GALK inhibitor
> Cc1nc(NC(=O)COC(=O)C2CC2C)c(Cl)cc1Cl (configuration not stated)
    nt	1	1%	0%	5	?	nt	-5	-5%	nt
> CCn1c(SCC(=O)Nc2ccc(NC(C)=O)cc2)nc2c([nH]c3ccccc32)c1=O
    2%	-3	-8%	-8%	2	-12%	-1	-10	0%	1%
> CCOc1ccc(OCC)c(NC(=O)CCNS(=O)(=O)c2cc(Br)cnc2N)c1
    -1%	-2	-5%	0%	-9	-1%	-2	-15	3%	0%

# Remaining list, next part:
# Each structure is followed by: MLL CXXC-DNA inh	Giardia kill	TCR activator	Tb PFK inh	TSHR antag	BCR signal inh	FBPA coupling cs	hERG WT inh	AT treatment	GALK inhibitor
> COc1cccc(Nc2c([N+](=O)[O-])cncc2[N+](=O)[O-])c1
    -2%	-26	2%	-3%	5	1%	-4	-2	5%	4%
> CCc1nnc(SCC(=O)NC2CC2)n1CC
    14%	38[activator]	-4%	2%	3	1%	0	6	8%	3%
> O=C(Nc1ccc(N2CCOCC2)c(S(=O)(=O)Nc2ccc(Cl)cc2)c1)c1cnccn1
    -2%	-19	10%	0%	3	-7%	0	-1	4%	nt
> CCOc1ccc(S(=O)(=O)N(CC)CC(=O)NCc2cccnc2)cc1
    8%	40[activator]	-22%	-14%	22	?	1	23	3%	4%
> Cc1cc(NCCNC2=CC(=O)CCC2)nc2ccccc12
    -9%	6	-1%[46.1 µM]	0%	10	14%	1	-3	-1%	0%
> COc1ccc(CCNC(=O)CCn2c(SCC#N)nc3ccccc3c2=O)cc1OC
    9%	0	-3%	-2%	7	-1%	5	6	nt	0%
> Cc1ccc(NS(=O)(=O)c2cc(C(=O)NCc3cccnc3)ccc2C)cc1
    -7%	-12	-3%	1%	0	0%	nt	-4	16%	-4%
> COC(=O)CSc1nnnn1-c1ccccc1
    14%	-12	5%	1%	-7	-2%	1	-9	-8%	6%
> N#CC1(NC(=O)COC(=O)c2cc(=O)[nH]c3ccccc23)CCCCC1
    nt	-6	-3%	2%	8	4%	nt	-1	13%	nt
> COc1cccc(C2C(C(N)=O)=C(C)Nc3nc(CCCO)nn32)c1 (configuration not stated)
    13%	-7	4%	1%	23	-4%&-2%	0	-6	nt	nt
> Cc1cc(C)c2nc(-c3ccccn3)cc(C(=O)Nc3ccc(S(=O)(=O)Nc4cc(C)on4)cc3)c2c1
    -16%	1	0%	-5%	18	?	nt	3	-3%	3%
> COc1ccc(CSc2ccc(-c3nc4ccccn4c3NCc3ccccc3)cc2OC)cc1
    nt	1	-5%	-3%	-20	6%	nt	5	?	nt
> CCC(Sc1nc2cc3c(cc2c(=O)n1Cc1ccco1)OCO3)C(=O)NCCOC (configuration not stated)
    -15%	-2	7%	-4%	-1	-4%	6	-1	2%	3%

# Given tab-delimited: part of the list above
SMILES	MLL CXXC-DNA inh	Giardia kill	TCR activator	Tb PFK inh	TSHR antag	BCR signal inh	FBPA coupling cs	hERG WT inh	AT treatment	GALK inhibitor
COc1ccc(CCNC(=O)CCn2c(SCC#N)nc3ccccc3c2=O)cc1OC	9%	0	-3%	-2%	7	-1%	5	6	nt	0%
Cc1ccc(NS(=O)(=O)c2cc(C(=O)NCc3cccnc3)ccc2C)cc1	-7%	-12	-3%	1%	0	0%	nt	-4	16%	-4%

# Among those listed so far, these contain fluorine:
# Each structure is followed by: MLL CXXC-DNA inh	Giardia kill	TCR activator	Tb PFK inh	TSHR antag	BCR signal inh	FBPA coupling cs	hERG WT inh	AT treatment	GALK inhibitor
> CC(c1ccccc1F)n1cc(C(=O)NCCCn2ccnc2)nn1 (configuration not stated)
    -9%	1	0%[46.1 µM]	-1%	19	18%	6	2	1%	1%
> COc1ccc(CCC(C)Nc2cccc(F)c2)cc1 (configuration not stated)
    -12%	-7	-15%	?	0	?	-10	3	4%	0%

# Compound activity: PubChem BioAssay, National Center for Advancing Translational Sciences (NCATS)
